# Bioassay records (PubChem BioAssay)
# Ecoli viability: E. coli V3065 growth inhibition, primary screen, counter-screen for AddAB inhibitor project, absorbance, OD600. hit rate 0.27% among 330,000. inhibition, % at 11.9 µM. AID 449728, 2010. 18 h;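 active = inhibition above the campaign's mean inhibition across all tested compounds plus 3 SD, cut at about 9.9% in these data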;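 note: uninfected addAB+ strain grown without phage in ampicillin broth; 0% = DMSO wells and 100% = ciprofloxacin 0.95 µg/ml wells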
# SUMO Mot1 rescue: yeast Mot1-301 growth rescue at high temperature, primary screen, SUMOylation pathway inhibitor project, S. cerevisiae, ATP luminescence, 38.5C; growth rescue, % at 18.8 µM; S. cerevisiae Mot1-301 growth rescue; percent above DMSO median, 100 means doubled; hit rate 1% among 320,000;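 active = every valid replicate shows activation above 250% relative to neutral control wells; inactive = the rest, any valid replicate at or below 250%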;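 note: OY570 slx delta 5 strain wells were the positive control but not used for scaling; some compounds called inactive have numbers as strong as hits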
# PKA-R2B activ: activators of PKA-R2B holoenzyme, primary screen, biochemical, fluorescence polarization, Cy5-IP20, human | cAMP-dependent protein kinase catalytic subunit beta (Homo sapiens) + cAMP-dependent … | PKA-R2B holoenzyme dissociation; R2B truncated from residue 108, S112A mutant; 0% DMSO only, 100% 113 µM cGMP | activation, % at 11.4 µM | hit rate 0.079% among 340,000;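 active = activation above a cutoff set at the mean over all compounds plus 3 SD, cut at about 18% in these data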;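 note: higher means more holoenzyme dissociation and a rise in polarization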
# PKA-R1A activ: activators of PKA-R1A holoenzyme, primary screen, biochemical, fluorescence polarization, Cy5-IP20, bovine R1A, mouse PKAc | cAMP-dependent protein kinase type I-alpha regulatory subunit (Bos taurus) + … | PKA-R1A dissociation; scaled: DMSO 0%, 113 µM cGMP 100% | activation, % at 11.4 µM | hit rate 0.083% among 340,000;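 active = percent activation above the mean of all tested compounds plus 3 SD, cut at about 19% in these data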;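 note: higher means more PKAc released from R1A so a rise in polarization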
# phage Ecoli inh: growth loss of phage-infected E. coli, primary screen, RecBCD inhibitor project, absorbance, with phage, HTS. inhibition, % at 11.9 µM. hit rate 0.26% among 360,000. AID 651602, 2012; in the data active = inhibition above about 11%
# PfHsp90 set2: growth inhibition of PfHsp90-expressing yeast, primary screen, antimalarial PfHsp90 inhibitor project, S. cerevisiae, BacTiter-Glo luminescence, single point, set 2; inhibition, % at 9.4 µM; BacTiter-Glo ATP, 48 h; yeast lacking PDR1 and PDR3 efflux regulators; AID 504621, 2011; hit rate 0.32% among 310,000;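 active = every replicate shows inhibition above about 80%, whatever the replicate mean, limit read from the data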;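 note: 0% = DMSO neutral controls and 100% = 20 µM radicicol positive controls; yeast relying on Plasmodium falciparum Hsp90 in place of its own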
# OPRM1-OPRD1 inv: inverse agonists of MOR-DOR heterodimerization, primary screen, cell-based, luminescence. Mu-type opioid receptor (Homo sapiens) + Delta-type opioid receptor (Homo sapiens), …. cell-based MOR-DOR heterodimer luminescence, inverse agonism. inhibition, % at 9.3 µM. hit rate 0.21% among 340,000. AID 504357, 2011; in the data active = inhibition above about 22%, passing the limit was not always enough;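 note: 0% = cells with DMSO and 100% = wells without cells with DMSO; values of inactives mirror those of a sister screen read the other way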
# Target sequence (P35372 whole entry, looked up): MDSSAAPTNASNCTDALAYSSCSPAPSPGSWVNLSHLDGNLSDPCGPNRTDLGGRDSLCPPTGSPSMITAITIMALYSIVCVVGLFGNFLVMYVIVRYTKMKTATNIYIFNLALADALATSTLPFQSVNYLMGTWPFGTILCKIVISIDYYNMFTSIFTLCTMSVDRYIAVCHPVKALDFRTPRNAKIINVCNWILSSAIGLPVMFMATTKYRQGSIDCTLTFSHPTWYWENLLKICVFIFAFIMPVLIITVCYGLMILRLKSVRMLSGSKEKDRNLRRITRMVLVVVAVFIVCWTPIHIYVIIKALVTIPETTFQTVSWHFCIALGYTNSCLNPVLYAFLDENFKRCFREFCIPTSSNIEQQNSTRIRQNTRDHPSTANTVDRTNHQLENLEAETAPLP
# Target sequence (P41143 whole entry, looked up): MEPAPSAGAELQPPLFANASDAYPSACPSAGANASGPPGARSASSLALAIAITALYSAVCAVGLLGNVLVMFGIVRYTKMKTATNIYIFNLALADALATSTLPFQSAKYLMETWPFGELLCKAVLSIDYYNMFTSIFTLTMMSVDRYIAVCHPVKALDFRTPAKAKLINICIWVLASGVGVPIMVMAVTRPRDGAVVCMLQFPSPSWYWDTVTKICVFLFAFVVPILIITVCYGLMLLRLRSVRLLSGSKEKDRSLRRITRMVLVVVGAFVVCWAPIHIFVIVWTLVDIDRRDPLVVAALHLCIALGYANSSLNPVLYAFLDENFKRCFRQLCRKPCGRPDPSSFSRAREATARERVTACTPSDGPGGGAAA
# HTR5A inv ctr: HTR5A inverse agonists in luminescence cell assay, primary screen, counter-screen for OPRM1-OPRD1 heterodimer inverse agonist project, full-deck HTS; 5-hydroxytryptamine receptor 5A (Homo sapiens), P47898; HTR5A cell line, inverse agonism; inhibition, % at 9.3 µM; hit rate 0.083% among 340,000; AID 504634, 2011; in the data active = inhibition mostly above about 23%, no sharp cut-off; inactive = mostly below about 18%;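 note: 0% = cells with DMSO and 100% = no-cell wells with DMSO; some compounds called inactive have numbers as strong as hits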
# Tat transport: E. coli Tat export inhibitors, primary screen, MC4100, TorA-mCherry reporter, fluorescence, single point; inhibition, % at 10 µM; hit rate 0.036% among 340,000;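 active = mean replicate inhibition at least 50% and at least half of replicates individually reaching 50%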;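 note: exported cargo escapes ClpAP degradation while cytoplasmic cargo is degraded and loses fluorescence; 0% = median of neutral control wells and 100% = median of NaSCN control wells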
# AddAB inh: growth inhibition of E. coli expressing H. pylori AddAB, primary screen, AddAB inhibitor project, absorbance. AID 435030, 2010. inhibition, % at 11.9 µM. hit rate 0.29% among 330,000; in the data active = inhibition above about 12%;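 note: 0% = vehicle wells of infected cells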
# MOR-DOR ag: agonists of OPRM1-OPRD1 heterodimerization, primary screen, cell-based, luminescence. Mu-type opioid receptor (Homo sapiens) + Delta-type opioid receptor (Homo sapiens), …. cells. activation, % at 9.3 µM. hit rate 0.3% among 340,000; in the data active = activation above about 18%;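 note: 0% = vehicle-treated cells and 100% = reference agonist; values of inactives mirror those of a sister screen read the other way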
# * hit, by the source's call; · = no result given. Compounds were not picked by outcome, and some 2.2% of all compounds hit somewhere here.
smiles	Ecoli viability	SUMO Mot1 rescue	PKA-R2B activ	PKA-R1A activ	phage Ecoli inh	PfHsp90 set2	OPRM1-OPRD1 inv	HTR5A inv ctr	Tat transport	AddAB inh	MOR-DOR ag
O=C(O)CCNC(=O)/C(=C\c1ccco1)NC(=O)c1ccco1	-2.1	7.1	1.6	7.8	1.7	-2.9	20.5	16.7	8.8	1.6	-4.2
COCCn1c(C)cc(/C=C2/SC(=O)N(C(C)C(=O)OC)C2=O)c1C (centres undefined)	3.7	-11.8	-15.3	-7.0	2.0	2.3	12.9	-1.6	8.6	0.7	-2.5
Cn1c(CNC(=O)CNC(=O)c2cccc(Cl)c2)cc(=O)n(C)c1=O	-0.6	-8.3	6.8	10.1	2.7	29.1	2.2	-7.3	-2.6	2.7	-0.4
COc1ccc(-c2coc3cc(OC(C)=O)c(OC)cc3c2=O)cc1	-0.6	·	-1.7	-0.8	5.1	-11.1	19.8	-11.4	-1.5	1.9	-3.9
O=C(NCCCN1CCN(c2cccc(Cl)c2)CC1)c1ccc(N2CCCC2=O)cc1	1.4	5.3	-3.0	-12.8	1.4	7.5	13.0	17.0	-5.4	-1.3	-2.7
Cc1ccc(/C=C/S(=O)(=O)NCC(=O)OCC(=O)NCc2ccccc2)cc1	0.5	-9.0	0.6	0.8	0.2	-19.1	9.6	14.3	-1.9	0.4	-2.9
Cc1ccc(/C=N/NC(=O)CCCOc2ccc(Cl)cc2Cl)cc1	-1.2	7.6	-13.5	-2.5	-0.5	-24.3	-5.3	10.7	-6.1	2.1	1.0
Cc1cc(C)n(-c2ccc(C(=O)OCC(=O)c3ccc(Br)s3)cc2)n1	-0.5	21.9	-16.0	11.8	-0.6	-10.2	5.2	-3.2	0.4	0.6	-0.9
COc1ccc(C)cc1N/C(N)=N/c1nc(C)cc(C)n1	-3.5	-0.2	-8.1	-4.5	6.4	-0.4	4.4	-14.0	-7.0	0.7	-0.6
CC(C)=CCC/C(C)=C/CNC(=O)C[C@H]1C[C@H](C(=O)N(C(C)C)C(C)C)[C@@]2(C)c3[nH]c4cc(-c5ccco5)ccc4c3CCN2C1=O	0.5	·	-6.2	-5.0	1.7	-2.4	17.4	-0.6	-1.7	-2.0	-3.5
CC(C)(C)OC(=O)N(CCc1ccccc1)Cc1cccc(OCc2cccc(NC(=O)C3CCCC3)c2)c1	·	·	-3.4	-6.8	2.3	-13.7	4.0	2.5	-6.9	·	-0.8
CN(C)c1ccc(-c2nc3ccccc3c(=O)[nH]2)cc1	-1.6	-2.7	1.9	3.9	1.2	27.1	8.7	-9.8	2.0	-0.3	-1.7
Cc1ccc(CNC(=O)c2nn(C)c3c2CS(=O)(=O)c2ccccc2-3)cc1	-2.9	-9.2	4.5	-0.5	-3.2	30.5	5.2	-3.7	5.1	-1.1	-1.1
O=C(CCn1c(=S)[nH]c2ccccc2c1=O)Nc1cccc(Cl)c1	-1.6	-2.9	-6.0	-1.2	1.3	-12.7	-0.3	-13.3	-3.2	-1.6	0.1
Cc1nc(N2CCC(C)CC2)c2nnn(Cc3ccccc3)c2n1	3.4	12.5	-12.5	-4.9	2.7	0.3	18.4	14.4	10.1	4.6	-3.3
COc1ccc(C2=NOC3(CC(=O)N(c4ccc(F)cc4)C3=O)C2)cc1 (centres undefined)	-1.1	5.2	3.6	1.2	0.8	7.7	0.9	-3.2	2.6	1.9	-0.2
CC(=O)N1CCc2cc(S(=O)(=O)N3CC(C)CC(C)C3)ccc21 (centres undefined)	-3.0	3.8	10.2	3.0	0.4	14.9	9.8	13.1	-0.8	3.4	-1.9
CCOc1ccccc1C(=O)N[C@H](C(=O)OCc1cc(=O)oc2cc(C)ccc12)C(C)C	-1.3	184.0	-3.3	-6.7	2.6	15.5	3.3	10.7	16.4	0.5	-0.6
N#Cc1nc(Cc2cccc3ccccc23)oc1NCc1ccco1	1.7	-4.1	4.2	-8.6	1.0	-6.5	-10.5	-5.7	4.8	0.6	1.9
CCN1CCN(C(=O)C2CCC(CNS(=O)(=O)c3ccc(NC(C)=O)cc3)CC2)CC1 (centres undefined)	-1.3	-9.7	5.4	3.1	-0.3	-11.4	7.5	-10.4	-5.1	2.2	-1.5
COCC1CCN(C(=O)c2cc(COc3ccc(OC)c4ccccc34)on2)C1 (centres undefined)	1.3	-15.5	-3.0	13.1	0.4	8.1	-25.4	-21.7	1.2	1.4	4.7
Cc1ccccc1NC(=O)c1nn(C)c2c1CS(=O)(=O)c1ccccc1-2	-0.9	3.4	6.1	7.1	2.9	-2.2	8.3	6.5	0.1	0.9	-1.6
O=c1oc2ccccc2c(NC(c2ccccc2)c2ccccc2)c1[N+](=O)[O-]	6.0	·	-6.9	-4.6	3.0	-11.6	7.8	-22.8	-13.0	39.0*	-1.4
CC(C)(C)[C@H]1C=C(C(N)=O)O[C@@H](OCc2ccc(CO)cc2)C1	1.1	0.1	-4.6	5.2	3.6	-3.7	-6.3	17.9	10.4	1.4	1.1
Cc1cc2cc(CNC(=O)CCC(=O)O)ccc2[nH]1	0.8	-6.7	2.9	-0.8	0.6	17.3	16.9	-3.9	-4.5	1.4	-3.4
CCOc1ccccc1/C=N/NC(=O)CNC(=O)COc1ccccc1	-2.7	-14.4	-4.6	-5.5	2.1	-8.2	-1.7	-0.7	-1.2	-0.1	0.3
CCOC(=O)/C(=C/c1ccc(Cl)cc1)NC(=O)c1ccco1	-1.4	16.4	-17.8	-9.1	1.8	-4.1	3.4	-2.5	11.5	4.0	-0.8
Cc1ccc(/C=C/C(=O)NC(=S)N2CCN(C)CC2)cc1	-0.3	183.4	-2.8	10.6	1.2	3.9	4.0	-8.9	-0.1	5.3	-0.8
CSC[C@H](NC(=O)COc1cc2c(c3oc(=O)c(C)c(C)c13)CCC(C)(C)O2)C(=O)O	-1.4	-5.5	-3.4	-12.2	2.5	-1.2	3.5	10.7	-5.3	1.7	-0.8
CN(C)CC(=O)Nc1cc(C(F)(F)F)ccc1Cl	-2.5	-30.7	-7.1	-9.0	1.3	-28.3	-3.5	-7.7	9.6	-2.0	0.6
CC(=O)Nc1ccc(SC[C@H](Cc2ccccc2)N2CC[C@@H](C)CCC2=O)cc1	-0.2	17.3	-1.5	12.8	2.9	13.7	10.4	-21.2	4.2	0.9	-1.8
CCCOC(=O)c1c(NC(=O)C2CCCO2)sc(C(=O)OC)c1C (centres undefined)	0.0	·	-2.0	-6.6	3.4	3.4	23.5	13.8	-2.2	0.5	-4.4
COc1cc(C(=O)NCc2cn3ccccc3n2)cc(OC)c1OC	1.2	308.1	-10.9	-2.8	3.1	-3.5	3.0	7.6	0.8	1.2	-0.5
CN(CCOc1ccc(Cl)cc1)Cc1cccc(S(=O)(=O)N(C)C)c1	-0.2	10.4	-6.2	1.4	2.1	-3.2	-12.8	-10.5	9.0	0.2	1.8
COc1ccc(/C=N/NC(=O)C(=O)NCc2cccnc2)cc1	-1.5	-6.8	1.8	4.5	2.1	3.7	5.0	8.4	-3.5	0.0	-0.8
Cc1ccc(-c2nn(-c3ccccc3)cc2C2CC(c3ccccc3)=NN2C(=O)CCC(=O)O)cc1 (centres undefined)	0.2	-16.4	8.4	7.7	0.5	-12.8	1.7	3.6	4.7	0.8	-0.3
Cn1nnc(NC(=S)NC(=O)c2ccc(-c3ccc(Br)cc3)o2)n1	2.8	1.0	-0.1	-3.1	2.9	4.4	27.1	12.2	3.6	0.3	-5.0
CCN(CC)CCNC(=O)c1ccc(NC(=O)COc2ccc3c(c2)CCC3)cc1	-3.9	-2.1	-0.5	-2.8	-0.1	-1.7	7.8	-41.4	-7.5	-0.9	-1.9
CC(=C/c1ccccc1)/C=N/NC(=O)c1ccc2nc[nH]c2c1	0.9	3.5	-13.5	-13.6	1.2	-5.0	17.7	2.8	6.6	3.0	-3.5
CCC(=O)Nc1ccc(C(=O)OCC(=O)c2cccs2)cc1	-1.9	-9.1	5.4	-1.2	0.9	-11.9	-11.8	1.6	-4.6	-0.4	1.5
CC(OC(=O)CCC1CCCC1)C(=O)Nc1ccccc1[N+](=O)[O-] (centres undefined)	0.0	3.8	-4.3	-2.5	1.2	0.6	-27.8	5.0	9.8	-1.4	4.2
O=C1C2C3C=CC(CC3)C2C(=O)N1c1ccccc1[N+](=O)[O-] (centres undefined)	-2.0	56.5	-10.1	-6.8	4.2	19.5	15.5	-2.7	-0.9	3.4	-3.2
CCOC(=O)C1=C(C(=O)OCC)N(Cc2ccccc2)CCC1=O	·	·	9.6	-9.8	5.6	11.1	4.9	-2.8	-2.4	·	-1.0
O=C(CN1CCOCC1)Nc1ccc(Cl)cn1	-0.2	9.7	6.8	-8.2	2.0	-14.1	-1.7	11.8	4.6	-2.0	0.3
CCOC(=O)c1ccc(-c2c(-c3ccccc3OC)sc3ccc(OC)cc23)cc1F	-0.3	6.8	1.0	5.2	1.0	-4.3	0.8	4.1	3.2	0.4	-0.1
CCOC(=O)c1cc(C#N)c(SC(C)C(=O)NC2CCCCC2)nc1C (centres undefined)	0.3	47.9	1.0	4.3	1.6	5.3	5.4	19.9	2.0	0.9	-1.3
CCOC(=O)c1oc2ccc(S(=O)(=O)N3CCOCC3)cc2c1C	-1.0	3.3	-0.4	1.2	1.0	11.1	-9.8	-33.3	-12.8	0.2	1.9
CC1CC(C)CN(C(=O)CSc2nnc(-c3ccc(F)cc3)o2)C1 (centres undefined)	0.3	-2.8	0.6	-1.4	2.9	-17.5	-0.8	-2.5	6.3	4.2	0.1
O=C(CNS(=O)(=O)c1c(Cl)cccc1Cl)OCC(=O)c1ccc[nH]1	-0.1	-9.3	5.3	0.2	4.5	22.0	14.9	6.4	1.0	0.3	-2.9
Cc1cccc(NC(=O)c2cc(=O)[nH]c3ccccc23)c1	0.9	-13.5	-3.7	-20.1	-0.5	3.4	18.5	-5.7	-4.1	1.5	-3.9
